SR-BI uptake up = activators of SR-BI mediated DiI-HDL uptake, primary screen, ldlA[mSR-BI] CHO cells, DiI fluorescence | 3 h; 100 = double the neutral-control signal | activation, % at 12.5 µM | 320,000 tested, 0.096% active | AID 504775, 2011;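 active = mean replicate activation of at least 60% and every replicate at or above 60%; inconclusive = mean or all-replicate condition met, but not both; inactive = mean below 60% and not all replicates reaching 60%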;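 note: 0% = median plate neutral-control signal and 100% = twice that signal; values of inactives mirror those of a sister screen read the other way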
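System: LDL receptor-deficient CHO ldlA cells overexpressing murine SR-BI | Timing: 3 h uptake period with compound, 37 °C | Medium: HEPES-buffered (25 mM, pH 7.4) F12 plus 0.5% BSA | Dosing: Single-point compound dose | Signal: Bottom-read fluorescence, 550/595 nm | Read-out: Retained DiI signal reflecting DiI-HDL uptake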
MITF TRPM1 HTS = activators of MITF-driven TRPM1 promoter reporter, primary screen, cell-based, SK-MEL-5, luciferase, single point | SK-MEL-5 TRPM1-promoter luciferase, 24 h; % of positive control, neutral wells = 0 | activation, % at 12.5 µM | 300,000 tested, 0.75% active;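 active = mean activation of at least 80% with every replicate also reaching 80%; inconclusive = mean reaches 80% but some replicate falls short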;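 note: 0% = neutral control wells and 100% = parthenolide positive control wells; values of inactives mirror those of a sister screen read the other way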
PvdQ acylase = P. aeruginosa PvdQ acylase inhibitors, primary screen, biochemical, fluorescence, plate reader and imaging, single point | inhibition, % at 10 µM | AID 488965, 2010 | purified PvdQ acylase | PvdQ acylase [Pseudomonas aeruginosa LESB58] | 340,000 tested, 0.063% active; in the data active = inhibition above about 30%, passing the limit was not always enough; inconclusive = no clear call, values can overlap the other calls;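 note: 0% = vehicle neutral wells and 100% = reference inhibitor wells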
Rtt109 Vps75 = inhibitors of C. albicans Rtt109/Vps75 HAT, primary screen, biochemical, ThioGlo CoA-SH fluorescence, plate reader. 330,000 tested, 0.16% active. purified Rtt109/Vps75, 4 h. inhibition, % at 34.9 µM. AID 540336, 2011. Histone acetyltransferase RTT109 (Candida albicans (strain SC5314 / ATCC MYA-2876)), …;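 active = inhibition of at least 50% in every replicate; inconclusive = best replicate reaches 50% inhibition but some replicates fall short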
Target sequence (Q5AAJ8 whole entry, looked up): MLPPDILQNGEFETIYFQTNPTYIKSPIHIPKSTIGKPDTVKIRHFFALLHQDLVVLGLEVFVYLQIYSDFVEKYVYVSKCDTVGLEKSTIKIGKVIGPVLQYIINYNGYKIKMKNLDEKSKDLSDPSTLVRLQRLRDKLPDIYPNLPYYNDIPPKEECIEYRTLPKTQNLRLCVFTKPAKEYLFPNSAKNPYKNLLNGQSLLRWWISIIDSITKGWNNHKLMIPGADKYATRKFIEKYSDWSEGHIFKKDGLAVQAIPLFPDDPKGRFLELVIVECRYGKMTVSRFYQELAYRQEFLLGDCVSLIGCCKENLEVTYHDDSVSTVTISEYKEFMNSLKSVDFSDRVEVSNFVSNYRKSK
SR-BI DiI inh = inhibitors of SR-BI mediated HDL lipid uptake, primary screen, ldlA[mSR-BI] cells, fluorescence, single point; 320,000 tested, 0.96% active; AID 488896, 2010; inhibition, % at 12.5 µM; ldlA[mSR-BI] CHO cells, DiI-HDL uptake fluorescence, 3 h;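 active = mean replicate inhibition of at least 70% and a set share of replicates each scoring 70 or more; inconclusive = meets just one of the two criteria; inactive = fails both criteria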;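 note: 0% = median of neutral control wells and 100% = median of positive control wells; values of inactives mirror those of a sister screen read the other way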
HTR5A ag ctr = HTR5A agonists in luminescence cell assay, primary screen, counter-screen for OPRM1-OPRD1 heterodimer agonist project, full-deck HTS; activation, % at 9.3 µM; 5-hydroxytryptamine receptor 5A (Homo sapiens), P47898; 340,000 tested, 0.61% active; cell-based; in the data active = activation mostly above about 9.5%, no sharp cut-off; inactive = mostly below about 7.6%;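 note: 0% = cells with vehicle only and 100% = reference agonist; strong numbers were not always called active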
Wnt act = Wnt/beta-catenin pathway activators, primary screen, cell-based, plate reader, single point; Wnt/beta-catenin reporter cell assay, activator; 300,000 tested, 1.2% active; activation, % at 9.35 µM; in the data active = activation above about 30%, passing the limit was not always enough; inconclusive = no clear call, values can overlap the other calls;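 note: 0% = neutral control wells and 100% = positive control wells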
dFosB act = activators of delta FosB homodimer, primary screen, biochemical, fluorescence polarization, TAMRA-CDK5 oligo, single point; 340,000 tested, 0.99% active; Protein FosB (Mus musculus), P13346; activation, % at 25 µM; purified delta FosB; percent of positive-control signal above neutral wells;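 active = mean activation above about 17%, with every replicate also reaching it, limit read from the data, passing the limit was not always enough; inconclusive = only one of the two conditions met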;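 note: fluorescence polarization rise as delta FosB binds a TAMRA Cdk5 AP-1 oligo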
CDK5 p35 inh = inhibitors of human CDK5/p35 kinase, primary screen, biochemical, single concentration; 330,000 tested, 0.01% active; Recombinant CDK5/p35, ADP-Glo luminescence, 60 min; Cyclin-dependent kinase 5 (Homo sapiens) + Cyclin-dependent kinase 5 activator 1 (Homo …; inhibition, % at 10 µM;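 active = highest replicate inhibition of at least 50% and at least 75% of replicates reaching 50%; inconclusive = only one of the two criteria met; inactive = both criteria failed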;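 note: plate controls were DMSO neutral control for no effect and GW8510 at 10 µM for full effect; many of its hits are not listed in these tables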
Target sequence (Q00535 whole entry, looked up): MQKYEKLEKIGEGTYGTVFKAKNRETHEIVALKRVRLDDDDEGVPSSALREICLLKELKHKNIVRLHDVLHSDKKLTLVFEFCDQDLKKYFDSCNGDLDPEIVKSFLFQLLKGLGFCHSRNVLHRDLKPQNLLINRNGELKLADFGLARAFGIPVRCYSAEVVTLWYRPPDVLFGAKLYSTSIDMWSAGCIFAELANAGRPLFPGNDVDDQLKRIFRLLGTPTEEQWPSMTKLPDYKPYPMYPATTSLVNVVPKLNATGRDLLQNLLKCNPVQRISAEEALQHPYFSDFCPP
Target sequence (Q15078 whole entry, looked up): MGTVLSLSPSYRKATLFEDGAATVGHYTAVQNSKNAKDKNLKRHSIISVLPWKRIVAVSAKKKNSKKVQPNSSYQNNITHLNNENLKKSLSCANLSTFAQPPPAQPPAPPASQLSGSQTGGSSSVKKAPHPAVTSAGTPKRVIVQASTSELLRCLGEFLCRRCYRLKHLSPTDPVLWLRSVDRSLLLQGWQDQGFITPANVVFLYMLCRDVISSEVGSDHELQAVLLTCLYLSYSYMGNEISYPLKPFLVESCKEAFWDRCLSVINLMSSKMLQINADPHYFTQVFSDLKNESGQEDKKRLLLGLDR
RTF Ca sens act = cardiac RTF calcium sensitivity activators, primary screen, biochemical, IANBD-TnC fluorescence, EC20 calcium | 340,000 tested, 0.24% active | activation, % at 7.2 µM | AID 493008, 2010 | IANBD-labeled TnC RTF fluorescence at EC20 calcium; 0% EC20 calcium, 100% full calcium;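 active = activation above the mean over all tested compounds plus 3 SD, cut at about 30% in these data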;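 note: rise in fluorescence read as greater calcium sensitivity of cardiac thin filaments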
Numbers without * were called inactive; ? = inconclusive; . = not tested or not shown.

SMILES	SR-BI uptake up	MITF TRPM1 HTS	PvdQ acylase	Rtt109 Vps75	SR-BI DiI inh	HTR5A ag ctr	Wnt act	dFosB act	CDK5 p35 inh	RTF Ca sens act
COc1ccc(C(=O)NCC2(c3ccccc3)CCOCC2)cc1[N+](=O)[O-]	-8	-16	6	0	8	-1	.	0	-0.8	0
CC1(C(=O)Nc2nnc(SCc3ccccc3)s2)Cc2ccccc2C(=O)O1 (stereo not given)	19	10	-6	2	-19	3	.	-14	-4.5	16
COc1ccccc1OCC(=O)N/N=C/c1cccc2cccnc12	-15	-12	10	1	15	-3	-2	-7	1.0	-2
CC1CCN(CC(=O)N2c3ccccc3CCc3ccccc32)CC1	9	0	0	-7	-9	-1	.	5	-1.0	-3
O=C(Nc1nnc(-c2ccccc2F)s1)Nc1ccccc1F	16	40	13	.	-16	-2	6	-4	-0.1	1
Cc1ccc2c(c1)N(CC(=O)NC1CCCC1)C(=O)CO2	.	2	-10	15	.	-2	-1	0	-3.0	-5
Cc1ccc(N=C(NOCc2ccc(Cl)cc2Cl)c2nonc2N)c(C)c1	18	-2	-6	-6	-18	6	-6	-8	-1.9	-14
CC(C)C(OC(=O)c1cccc(S(=O)(=O)NCC(F)(F)F)c1)C(=O)NC(N)=O (stereo not given)	-10	-2	-4	-1	10	1	0	-8	-0.1	9
Cn1c2ccccc2c2cnn(CC(=O)Nc3ccccc3Br)c(=O)c21	.	-4	2	-2	.	-6	0	7	-0.4	-2
CSc1cccc(NC(=O)CSc2ccccc2)c1	6	28	-9	-1	-6	4	2	-4	-5.4	4
COc1cc(/C=N/NC(=O)CCn2c3ccccc3c3ccccc32)cc(OC)c1OC	-24	-7	-6	3	24	-4	-2	3	-0.5	2
Cc1cccc(-n2ccc(=O)c(C(=O)Nc3ccc(S(=O)(=O)N4CCOCC4)cc3)n2)c1	2	2	6	-1	-2	-4	-3	-38	-0.8	2
Brc1ccc(-c2nc(N/N=C/c3cccnc3)c3ccccc3n2)cc1	-30	21	-9	-4	30	1	.	?	0.1	1
CC(=O)Nc1ccc(NC(=O)C2CC(=O)N(c3ccc(Cl)cc3)C2)cc1 (stereo not given)	11	3	-15	-6	-11	8	-2	4	0.1	-4
Cn1cnc(Sc2ncnc3nc[nH]c23)c1[N+](=O)[O-]	.	-32	-18	5	.	0	6	9	4.3	1
COc1ccccc1/C=C/C(=O)OCC(=O)NC1CCCCCCC1	-2	.	-15	-1	2	-1	2	-8	0.6	-1
Cc1ccccc1OCC(=O)OC(C)CN1CCN(C)CC1 (stereo not given)	.	-5	-9	-35	-20	-5	-3	-4	-0.4	-2
COc1cccc(-c2noc(Cn3nc(C)c([N+](=O)[O-])c3C)n2)c1	-9	-11	0	-12	9	8	0	-1	2.7	-2
O=C(O)CSc1ncnc2nc[nH]c12	5	-4	-9	-1	-5	-1	-1	-3	0.5	4
O=C(c1ccc(Br)cc1)N1CCCC1	.	-5	3	4	-12	2	1	-2	-2.2	11
COc1ccc(CNC(=O)C(=O)c2cn(CC(=O)N3CCOCC3)c3ccccc23)cc1	-7	28	1	11	7	2	-2	-5	1.5	0
COc1ccccc1N1C(=O)CC1(C#N)c1ccc(OCc2ccccc2)cc1 (stereo not given)	2	4	-9	1	-2	-5	-6	-5	-0.5	0
O=C(CCN1C(=O)c2ccccc2C1=O)NCc1ccncc1	14	10	-7	-2	-14	7	.	-5	3.0	8
O=C(NCCCc1ccc(F)cc1)C1CCC(=O)N(CCCN2CCCC2=O)C1 (stereo not given)	32	1	-16	6	-32	3	-2	2	-2.3	-2
COc1ccc(S(=O)(=O)Nc2ccccc2C(=O)N2CCOCC2)cc1Br	8	-3	0	-1	-8	-1	-1	-2	1.1	3

Part of the list above, in CSV form:
SMILES,SR-BI uptake up,MITF TRPM1 HTS,PvdQ acylase,Rtt109 Vps75,SR-BI DiI inh,HTR5A ag ctr,Wnt act,dFosB act,CDK5 p35 inh,RTF Ca sens act
CC(C)C(OC(=O)c1cccc(S(=O)(=O)NCC(F)(F)F)c1)C(=O)NC(N)=O (stereo not given),-10,-2,-4,-1,10,1,0,-8,-0.1,9
O=C(NCCCc1ccc(F)cc1)C1CCC(=O)N(CCCN2CCCC2=O)C1 (stereo not given),32,1,-16,6,-32,3,-2,2,-2.3,-2

Compound profiles, from the list above. Screens in order: SR-BI uptake up | MITF TRPM1 HTS | PvdQ acylase | Rtt109 Vps75 | SR-BI DiI inh | HTR5A ag ctr | Wnt act | dFosB act | CDK5 p35 inh | RTF Ca sens act
`CC(C)C(OC(=O)c1cccc(S(=O)(=O)NCC(F)(F)F)c1)C(=O)NC(N)=O` (stereo not given) as listed: -10 | -2 | -4 | -1 | 10 | 1 | 0 | -8 | -0.1 | 9
`Cc1ccc2c(c1)N(CC(=O)NC1CCCC1)C(=O)CO2` as listed: . | 2 | -10 | 15 | . | -2 | -1 | 0 | -3.0 | -5
`Cc1ccc(N=C(NOCc2ccc(Cl)cc2Cl)c2nonc2N)c(C)c1` as listed: 18 | -2 | -6 | -6 | -18 | 6 | -6 | -8 | -1.9 | -14
`COc1cc(/C=N/NC(=O)CCn2c3ccccc3c3ccccc32)cc(OC)c1OC` as listed: -24 | -7 | -6 | 3 | 24 | -4 | -2 | 3 | -0.5 | 2
`O=C(CCN1C(=O)c2ccccc2C1=O)NCc1ccncc1` as listed: 14 | 10 | -7 | -2 | -14 | 7 | . | -5 | 3.0 | 8

Returning to the listing, starting two compounds before the break.
SMILES	SR-BI uptake up	MITF TRPM1 HTS	PvdQ acylase	Rtt109 Vps75	SR-BI DiI inh	HTR5A ag ctr	Wnt act	dFosB act	CDK5 p35 inh	RTF Ca sens act
O=C(NCCCc1ccc(F)cc1)C1CCC(=O)N(CCCN2CCCC2=O)C1 (stereo not given)	32	1	-16	6	-32	3	-2	2	-2.3	-2
COc1ccc(S(=O)(=O)Nc2ccccc2C(=O)N2CCOCC2)cc1Br	8	-3	0	-1	-8	-1	-1	-2	1.1	3
O=C(C1CCCCC1)N1CCN(C(=O)C2CCCCC2)CC1	17	-11	-8	0	-17	2	-1	1	3.1	6
Fc1cc(F)cc(NC(=S)N2CCN(c3ncccn3)CC2)c1	-8	-5	-7	-5	8	2	17	0	2.8	-4
CCc1cc(C(=O)OC)c(NC(=O)CC2Sc3ccc(C(F)(F)F)cc3NC2=O)s1 (stereo not given)	7	-13	-12	10	-7	2	0	-6	-0.7	-7
CC(=O)c1ccc(NC(=S)N2CCCC(C(F)(F)F)C2)cc1 (stereo not given)	18	10	-14	-1	-18	-3	-1	-3	0.7	2
O=c1cc(CSc2ccc(Cl)cc2)nc(-c2ccncc2)[nH]1	-11	1	7	6	11	2	-1	2	2.7	4
C=CCNC(=O)CN1N=C(c2ccc(C)cc2)CCC1=O	0	-4	-18	3	0	-1	2	0	0.7	8
O=C(/C=C/c1ccco1)Nc1sc2c(c1C(=O)O)CCC2	23	11	4	8	-23	-3	8	-1	-1.6	2
Cc1[nH]n(-c2ccc([N+](=O)[O-])cc2)c(=O)c1/C=N/N1CCOCC1	-13	24	18	12	13	5	15	8	3.6	-5
Cc1onc(-c2ccccc2Cl)c1C(=O)Nc1nnc(-c2ccc(Cl)cc2Cl)s1	-16	-1	8	4	16	-1	-4	-8	0.3	-1
Nc1cc(N)nc(SCC(=O)Nc2ccc3c(c2)OCO3)n1	.	-2	2	16	.	1	-1	2	0.4	1
CC1Oc2ccccc2C=C1/C=N/NC(=O)[C@@H](C)NC(=O)OC(C)(C)C (stereo not given in full)	14	-7	-13	-2	-14	0	-4	3	-0.8	0
CCCCN(C(=O)c1ccc(-c2ccc(Cl)cc2)o1)c1c(N)n(CC(C)C)c(=O)[nH]c1=O	-4	-54	2	-3	4	-3	-1	-2	1.4	1
CCC(=O)NC(Nc1sc2c(c1C(=O)OC)CCCC2)(C(F)(F)F)C(F)(F)F	-15	.	-10	-6	15	5	-7	-1	-3.1	4
CC(C)C(NC(=O)CNC(=O)OC(C)(C)C)C(=O)NCc1ccccc1 (stereo not given)	12	.	-6	-6	-12	-2	3	-11	0.9	15
CCOCCCNC(=O)C1CCN(S(=O)(=O)c2c(C)noc2/C=C\c2ccc(OC)cc2)CC1	9	.	-10	-6	-9	4	.	-3	-1.1	-1
CCn1c(=O)c2c(nc3n2CCCN3c2cccc(C)c2)n(C)c1=O	6	.	-4	-19	-6	-1	-3	-5	0.0	0
Cc1nc2ccccc2nc1N/N=C/c1ccc(O)cc1	.	76	6	8	.	0	28	-13	7.9	-1
CCOC(=O)c1c(NC(=S)NC(=O)/C=C/c2cccs2)sc(C)c1C	-9	0	-10	-11	9	-2	.	0	0.6	4
O=C(NCc1cccs1)c1cc2c(s1)-c1ccccc1OC2	-15	.	6	-14	15	-3	-1	-11	0.9	0
N/C(=N\OC(=O)c1ccccc1)c1ccccn1	10	-56	-9	.	-10	1	-3	-4	26	-6
CCOc1ccccc1NC(=O)c1ccc2c(=O)n3c(nc2c1)CCCCC3	-49	13	-6	4	49	3	2	-23	-0.7	-2
Cc1nn(-c2ccccc2)c(/N=C/c2ccc(O)cc2)c1-c1ccccc1	3	83*	-13	-6	-3	5	.	-3	0.0	-10
COc1ccc(NC(=O)CCC2CCCC2)cc1OC	-15	5	-12	4	15	3	2	4	-1.3	3
COc1cc2cc(C(=O)N/N=C/c3cccc(OC)c3OC)[nH]c2cc1OC	-62	1	11	7	62	0	6	-15	1.2	2
CN(C)c1c([N+](=O)[O-])cc2[nH]c(=O)[nH]c2c1[N+](=O)[O-]	29	.	4	-1	-29	-2	.	4	1.0	-2
Cc1oc(-c2ccc(Cl)cc2)nc1CS(=O)CC(=O)NC1CCCCC1 (stereo not given)	-18	-3	-12	-1	18	0	2	-1	-1.0	-1
O=c1nc2ccccc2c2n1CC(CN1CCN(c3cccc(Cl)c3)CC1)N2 (stereo not given)	2	-2	1	1	-2	3	.	-5	-0.3	-1
O=C(c1ccco1)N1CCN(Cc2cccnc2)CC1	6	-1	4	.	-6	2	.	0	1.3	-3
